RSV antiviral HEp-2: inhibition of RSV-induced cytopathic effect – HEp-2 cells, primary 10 µM value included (AID 2391); HEp-2 cells, RSV-induced CPE inhibition; higher % means a stronger effect; CPE inhibition, % at 10 µM, or IC50 in µM where a hit was titrated; 310,000 compounds, 0.13% hits; in the data active = a potency from the dose series; inconclusive = CPE inhibition mostly from about 23% at the one dose, without a potency; inactive = the rest, 99 in 100 with CPE inhibition below about 21%; also: strong numbers were not always called active
West Nile virus CPE: West Nile virus antiviral activity, cell-based, CPE readout (AID 1621); West Nile virus-infected cells, CPE inhibition; higher % means a stronger effect; one-dose CPE inhibition, % at 10 µM; IC50 in µM for titrated hits; 290,000 compounds, 0.02% hits; in the data active = a potency from the dose series; inconclusive = CPE inhibition mostly from about 3.7% at the one dose, without a potency; inactive = the rest, 99 in 100 with CPE inhibition below about 2.2%; also: strong numbers were not always called active
An asterisk follows results filed as active; ? = inconclusive.

RSV antiviral HEp-2	West Nile virus CPE	Molecule
1.1%	-1.4%	Cc1ccc(C2=NS(=O)(=O)N(C)C(C(=O)Nc3ccc4c(c3)OCO4)=C2)cc1
1.1%	0.0%	CCCNC(=O)Cn1c(=O)oc2cc(S(=O)(=O)N3CCCC3)ccc21
-0.1%	-0.8%	CCC(Cc1ccccc1)NC(=O)c1cc(S(=O)(=O)N2CCCCC2)c[nH]1 (centres undefined)
1.5%	-0.6%	c1csc(CNc2ncnc3sccc23)c1
0.3%	0.3%	Cc1ccc(CCN2CC(C(=O)NCc3cccnc3)CC2=O)cc1 (centres undefined)
2.7%	2.3%	Cc1ccc(N=C2N=C(N)c3ccccc32)cc1C
2.2%	-0.2%	CC(C)[C@H]1C(=O)Nc2ccccc2N1C(=O)N[C@@H](Cc1ccccc1)C(=O)N[C@H](C(=O)O)c1ccccc1
0.6%	0.2%	CNC(=O)c1cc2cc(Cl)cc(OC)c2oc1=O
?	-0.1%	O=S(=O)(NCCSCc1ccc(Cl)c(Cl)c1)c1ccc2c(c1)OCCO2
3.9%	-0.2%	COc1cccc(CNC(=O)c2cc(S(=O)(=O)N3CCCCC3)c[nH]2)c1
1.7%	0.7%	Cc1cc(C)cc(NS(=O)(=O)c2coc(C(N)=O)c2)c1
7.0%	-0.6%	Cc1nnc2sc(-c3ccc(NC(=O)c4ccc(-c5ccc(Cl)cc5Cl)o4)cc3)nn12
18%	?	COc1nnc(-c2ccc(N3CCCCC3)c(N)c2)c2ccccc12
-0.2%	-0.2%	COc1ccccc1-n1c(=O)c2c3c(sc2n2c(SC)nnc12)CCC3
18%	?	CC(=O)c1ccc(S(=O)(=O)N2CCN(c3nc4c(C)c(C)ccc4cc3C#N)CC2)cc1
-1.2%	-0.1%	N#Cc1c(NC(=O)CN2C(=O)c3ccccc3C2=O)oc(-c2ccccc2)c1-c1ccccc1
0.6%	0.9%	Cc1cc(=O)oc2cc(OC(C)C(=O)NCC3CCC(C(=O)O)CC3)c(Cl)cc12 (centres undefined)
2.7%	0.3%	CCn1cc(CN(C)C(=O)CSc2nc(-c3ccco3)cc(C(F)(F)F)n2)c(C)n1
1.4%	0.1%	COc1ccc(CCNC(=O)CSCc2ccc(C)cc2)cc1OC
1.1%	-1.0%	COc1cccc(CNC(=O)C2CCCN(S(=O)(=O)c3ccc4c(c3)C(C)(C)C(=O)N4C)C2)c1 (centres undefined)
-0.2%	?	CC(=O)O[C@H]1C(=O)[C@@]2(C)C([C@H](OC(=O)c3ccccc3)[C@]3(O)C[C@H](OC(=O)[C@H](O)[C@@H](NC(=O)c4ccccc4)c4ccccc4)C(C)=C1C3(C)C)[C@]1(OC(C)=O)CO[C@@H]1C[C@H]2O (some centres undefined)
10%	1.5%	Cc1cc(/C=C2/SC(=S)N(c3cccc(C(F)(F)F)c3)C2=O)c(C)n1-c1cccnc1
0.7%	0.1%	CCOC(=O)N1CCN(C(=O)CCS(=O)(=O)c2cc3c(cc2Cl)NC(=O)CO3)CC1
2.1%	0.0%	COc1ccc(/C(O)=C2/C(=O)C(=O)N(CCCN(C)C)C2c2ccc(Cl)cc2)cc1OC (centres undefined)
0.2%	-0.7%	Cc1c(OCC(=O)NCc2ccccn2)ccc2c(-c3ccccc3)cc(=O)oc12
6.6%	0.2%	CCOC(=O)c1cnc(-n2nc(C)cc2C)nc1N1CC(C)OC(C)C1 (centres undefined)
1.7%	0.3%	CC(C)(C)SCCNC(=O)CSc1ccccc1
11%	-1.3%	CN(NC(=O)Nc1ccc(Cl)cc1)c1ncc(C(F)(F)F)cc1Cl
-0.7%	0.2%	CC(=O)N1CCc2c(sc(NC(=O)c3ccc(S(=O)(=O)N(C)C)cc3)c2C#N)C1
0.5%	-0.1%	CCOc1ccccc1NC(=O)C1CCCN(S(=O)(=O)c2ccc3c(c2)C(C)(C)C(=O)N3C)C1 (centres undefined)
1.7%	-1.2%	CC(C)NS(=O)(=O)c1ccc(NC(=O)c2cccnc2)cc1
1.9%	0.4%	COCCNC(=O)C1CCCN(S(=O)(=O)c2ccc3c(c2)CC(C)N3C(=O)C2CC2)C1 (centres undefined)
1.9%	-0.1%	O=C(/C=C/Nc1ccc(F)cc1)c1cccs1
2.6%	-1.2%	Cc1ccc(C)c(NS(=O)(=O)c2c(C)nc3sccn3c2=O)c1
1.8%	0.0%	COc1ccccc1-c1cc(C(=O)N2CCN(S(=O)(=O)c3ccc(C)cc3)CC2)[nH]n1
2.1%	-1.0%	COc1cccc(NC(=O)C2CCN(S(=O)(=O)c3ccc4c(c3)C(C)(C)C(=O)N4C)CC2)c1
1.3%	0.8%	O=C(CN(Cc1ccco1)C(=O)CNS(=O)(=O)c1ccc(Cl)cc1)NCc1ccc(F)cc1
4.3%	-0.4%	COc1ccc(-c2c(C#N)c(SCC(=O)Nc3ccccc3)nc3c2CCCC3)cc1
-1.2%	2.0%	COc1cc2[nH]cc(C(=O)NCc3cccs3)c(=O)c2cc1OC
-0.3%	-0.7%	Cc1ccc(CCNC(=O)CCS(=O)(=O)c2ccc3nc(C)sc3c2)cc1

Part of the list above in order of number of heavy atoms, highest first:
RSV antiviral HEp-2	West Nile virus CPE	Molecule
-0.2%	?	CC(=O)O[C@H]1C(=O)[C@@]2(C)C([C@H](OC(=O)c3ccccc3)[C@]3(O)C[C@H](OC(=O)[C@H](O)[C@@H](NC(=O)c4ccccc4)c4ccccc4)C(C)=C1C3(C)C)[C@]1(OC(C)=O)CO[C@@H]1C[C@H]2O (some centres undefined)
0.5%	-0.1%	CCOc1ccccc1NC(=O)C1CCCN(S(=O)(=O)c2ccc3c(c2)C(C)(C)C(=O)N3C)C1 (centres undefined)
2.1%	-1.0%	COc1cccc(NC(=O)C2CCN(S(=O)(=O)c3ccc4c(c3)C(C)(C)C(=O)N4C)CC2)c1
2.1%	0.0%	COc1ccc(/C(O)=C2/C(=O)C(=O)N(CCCN(C)C)C2c2ccc(Cl)cc2)cc1OC (centres undefined)
1.9%	0.4%	COCCNC(=O)C1CCCN(S(=O)(=O)c2ccc3c(c2)CC(C)N3C(=O)C2CC2)C1 (centres undefined)
0.7%	0.1%	CCOC(=O)N1CCN(C(=O)CCS(=O)(=O)c2cc3c(cc2Cl)NC(=O)CO3)CC1
-0.7%	0.2%	CC(=O)N1CCc2c(sc(NC(=O)c3ccc(S(=O)(=O)N(C)C)cc3)c2C#N)C1
-0.3%	-0.7%	Cc1ccc(CCNC(=O)CCS(=O)(=O)c2ccc3nc(C)sc3c2)cc1
6.6%	0.2%	CCOC(=O)c1cnc(-n2nc(C)cc2C)nc1N1CC(C)OC(C)C1 (centres undefined)
11%	-1.3%	CN(NC(=O)Nc1ccc(Cl)cc1)c1ncc(C(F)(F)F)cc1Cl
2.6%	-1.2%	Cc1ccc(C)c(NS(=O)(=O)c2c(C)nc3sccn3c2=O)c1
1.7%	-1.2%	CC(C)NS(=O)(=O)c1ccc(NC(=O)c2cccnc2)cc1
1.7%	0.3%	CC(C)(C)SCCNC(=O)CSc1ccccc1
1.9%	-0.1%	O=C(/C=C/Nc1ccc(F)cc1)c1cccs1

More entries:
RSV antiviral HEp-2	West Nile virus CPE	Molecule
2.4%	0.9%	Cc1cc2ncn(S(=O)(=O)c3ccc(S(=O)(=O)N4CCCCCC4)cc3)c2cc1C
-0.2%	-0.7%	CN(C)/C=C(/C(=O)c1ccccc1Cl)S(=O)(=O)c1ccccc1
-0.7%	-0.1%	Cc1ccc(OCC(=O)Nc2ccc([N+](=O)[O-])cn2)cc1C
9.9%	0.8%	Cc1cccc(C(=O)N(C)c2nnc(-c3ccncc3)s2)c1
-2.0%	14%	CC1CCN(c2nc3ccc(C(=O)NCCCN4CCCCC4C)cc3s2)CC1 (centres undefined)
1.2%	0.6%	Cc1nn2c3cc(N4CCOCC4)ccc3nc2c2ccccc12
2.0%	-0.5%	Cc1ccc(C(=O)Nc2nnc(S(=O)(=O)N3CCCCCC3)s2)cc1
-0.8%	-0.2%	Cc1cc(C)cc(NC(=O)C2CCCN2S(=O)(=O)c2ccc3c(c2)n(C)c(=O)c(=O)n3C)c1 (centres undefined)
1.6%	-0.1%	O=C(Cn1c(=O)oc2cc(S(=O)(=O)N3CCCC3)ccc21)NC1CCCCC1
2.4%	1.4%	O=C(COC(=O)c1ccc(Br)o1)NCc1ccco1
0.6%	-1.0%	O=C(NCc1cccnc1)C(=O)c1c[nH]c2ccccc12
16%	0.9%	CCCCOC(=O)c1cc(-c2ccc(/C=N/n3cnnc3)o2)ccc1Cl
2.2%	1.0%	COC(C(=O)Nc1ccc(F)c(F)c1)c1ccccc1 (centres undefined)
1.7%	-0.4%	COC(=O)c1cc(S(=O)(=O)NCc2ccccc2)cn1C
3.1%	-0.5%	O=C(COc1ccccc1Cl)Nc1nnc(S(=O)(=O)N2CCCC2)s1
-1.6%	0.0%	O=C1Nc2ccc(S(=O)(=O)NCc3ccco3)c3cccc1c23
2.2%	0.7%	Cc1ccc(-n2nc3c(c2NC(=O)CC(C)C)CS(=O)C3)cc1 (centres undefined)
0.9%	0.1%	COc1cc2c(cc1OC)C(C(=O)NC1CC1)C1c3ccccc3CCN1C2=O (centres undefined)
2.2%	-0.5%	COC(=O)c1cc(S(=O)(=O)NCc2ccc3c(c2)OCO3)c[nH]1
4.4%	-0.9%	Cc1cc(C)cc(NC(=O)CCC(=O)N2CCSc3ccccc32)c1
7.0%	-0.2%	O=C(COc1ccc(F)cc1)c1ccc2c(c1)CCCC2
1.2%	0.0%	COc1cccc(N2CCN(C(=O)c3cccc(NC4=NC5CS(=O)(=O)CC5S4)c3)CC2)c1 (centres undefined)
-1.3%	-0.1%	NC(=O)c1ccccc1N
1.8%	0.1%	CCOc1cc(CO)cc(Br)c1OCC(=O)O
3.5%	0.4%	Cc1ccc(C)n1-c1nnc(N2CCC(C(=O)NCCCN3CCN(C)CC3)CC2)s1
5.3%	-1.4%	O=C(Nc1nnc(S(=O)(=O)N2CCCCCC2)s1)c1ccc(Br)cc1
16%	-0.7%	CCCS(=O)(=O)N1CCN(Cc2ccc(OCc3ccccc3)c(OC)c2)CC1
0.3%	-0.4%	CC(C)(C)c1sc(N)nc1-c1ccccc1
3.3%	-0.4%	CCOc1ccc(-c2csc(C3COc4ccccc4O3)n2)cc1 (centres undefined)
1.9%	0.6%	CCc1ccccc1NS(=O)(=O)c1ccc2c(c1)C(C)(C)C(=O)N2C
1.6%	-0.2%	CCOC(=O)c1[nH]c2ccccc2c1NC(=O)c1cc(OC)c(OC)c(OC)c1
1.3%	0.9%	CCOC(=O)c1cn(CC)c2cc(N3CCCCC3)c(F)cc2c1=O
-0.2%	-0.5%	CC(C)[C@H]1C(=O)Nc2ccccc2N1C(=O)N[C@@H](Cc1ccccc1)C(=O)N[C@@H](Cc1ccccc1)C(=O)O
-1.0%	0.1%	Cc1ccc2[nH]c(=O)c(CN(CCO)C(=O)N(C)C)cc2c1
4.8%	-0.3%	O=C(Nc1ccc(F)c(F)c1)C1CCCN(S(=O)(=O)c2cnc[nH]2)C1 (centres undefined)
0.3%	-0.8%	COc1ccccc1CNC(=O)c1cc(S(=O)(=O)N2CCCCC2)c[nH]1
1.5%	-0.2%	COc1ccc(C(=O)Oc2cc(C)[nH]c(=O)c2[N+](=O)[O-])c(OC)c1
0.9%	-0.2%	COc1ccc(NC(=S)NCCCn2ccnc2)cc1
-1.1%	-0.1%	Cc1ccc(NC(=O)C2CCCN(S(=O)(=O)c3ccc4[nH]c(=O)ccc4c3)C2)c(C)c1 (centres undefined)
0.7%	0.3%	O=C(/C=C/c1cccs1)c1cc(F)ccc1OC(=O)N1CCOCC1
0.3%	0.5%	O=C(C1=C(O)C(=O)N(Cc2ccccc2)C1c1cccnc1)c1ccco1 (centres undefined)
9.2%	1.0%	CC(C)CCNC(=S)Nc1ccc(F)cc1
2.2%	0.1%	Cc1cccc(CN2CCN(CC(=O)NCc3ccc(F)cc3)C2=O)c1
2.0%	?	Cc1ccc(C)c(N/C=C(\C#N)c2nc3ccccc3o2)c1
0.4%	-1.0%	Cc1c(C)c2c(OCC(=O)NCc3ccco3)cc3c(c2oc1=O)CCC(C)(C)O3
1.5%	-0.9%	CCN(Cc1ccccc1)S(=O)(=O)c1cc(C(=O)OC)n(C)c1
-1.5%	1.1%	CN1CCC(OC(=O)c2ccc(Br)cc2)CC1
0.3%	-0.3%	CCCN1CCN(C(=O)CCc2nnc3ccc(N4CCN(c5cccc(OC)c5)CC4)nn23)CC1
1.0%	-1.3%	CCOC(=O)c1ccccc1NS(=O)(=O)c1c(C)nc2sccn2c1=O
0.2%	1.0%	Cc1cc(C)n(-c2cc(N3CCN(C(=O)c4ccccc4C)CC3)ccc2[N+](=O)[O-])n1
5.5%	-0.1%	Fc1ccc(-c2nnc(-n3nnc4ccccc43)c3ccccc23)cc1
0.9%	1.4%	CC(=O)c1ccc(N2CCN(S(=O)(=O)c3cc4[nH]c(=O)c(=O)[nH]c4cc3C)CC2)cc1
0.7%	-0.3%	Cn1c(=O)c(=O)n(C)c2cc(S(=O)(=O)N3CCCC3C(=O)Nc3ccccc3F)ccc21 (centres undefined)

Compound activity deposited in PubChem BioAssay by Southern Research Specialized Biocontainment Screening Center.

Some of the compounds tested, so the mix of outcomes need not match the whole.
